SIRT5 block: SIRT5 desuccinylase inhibitors, primary screen, biochemical, fluorescence imaging, single point, set 5; inhibition, % at 15 µM; actives 1.1% (n = 330,000); Purified SirT5, succinyl-peptide AMC, trypsin-coupled fluorescence; AID 652115, 2013; in the data active means inhibition above about 15%; inconclusive means no clear call, values can overlap the other calls
S100A4 inh HTS: inhibitors of S100A4-myosin IIA peptide binding, primary screen, biochemical, fluorescence polarization, TAMRA-MyoIIA peptide; Protein S100-A4 (Homo sapiens), P26447; inhibition, % at 10.7 µM; actives 0.14% (n = 360,000);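 active means mean inhibition of at least 70% across replicates, with every replicate also reaching that level; inconclusive means mean inhibition reaches 70% but some replicates fall short; inactive means mean inhibition below 70%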
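Test system: S100A4 monomer protein; Medium: HEPES pH 7.2 with CaCl2, KCl, NaCl, DTT, Triton; Probe or stimulus: TAMRA-labelled myosin IIA heavy-chain peptide probe, 5 nM; Doses: one dose per compound; Times: polarization read 5 min after assay mix addition, stable 5–60 min; Benchmarks: neutral control DMSO, positive control TFP.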
DENV2 CPE rescue: inhibitors of DENV2 cytopathic effect, primary screen, cell-based, plate reader, single concentration; DENV2-infected cells, cytopathic effect rescue; CPE inhibition, % at 9.99 µM; actives 1.7% (n = 350,000); in the data active means CPE inhibition above about 20%, passing the limit was not always enough; inconclusive means no clear call, values can overlap the other calls; tested in BHK-21 cells;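 further: 0% = median of neutral control wells and 100% = median of positive control wells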
E-sel inducer: E-selectin induction in HUVECs, primary screen, imaging, HUVEC, immunofluorescence imaging, single point | normalized: neutral wells 0, TNF-alpha wells 100 | activation, % at 7.58 µM | P16581 | actives 0.37% (n = 260,000);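 active means mean E-selectin-positive cell signal at least 10% of the positive control, reached in at least 60% of replicates, without over 20% cell loss; inconclusive means no rule given, readout overlaps actives, possibly toxicity-flagged; inactive means the rest, including those meeting only one limit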;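 further: in these data hits start at about 27%; measured in HUVEC primary endothelial cells; signal is the percent of cells scored E-selectin positive by PE staining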
Target sequence (P16581 whole entry, looked up): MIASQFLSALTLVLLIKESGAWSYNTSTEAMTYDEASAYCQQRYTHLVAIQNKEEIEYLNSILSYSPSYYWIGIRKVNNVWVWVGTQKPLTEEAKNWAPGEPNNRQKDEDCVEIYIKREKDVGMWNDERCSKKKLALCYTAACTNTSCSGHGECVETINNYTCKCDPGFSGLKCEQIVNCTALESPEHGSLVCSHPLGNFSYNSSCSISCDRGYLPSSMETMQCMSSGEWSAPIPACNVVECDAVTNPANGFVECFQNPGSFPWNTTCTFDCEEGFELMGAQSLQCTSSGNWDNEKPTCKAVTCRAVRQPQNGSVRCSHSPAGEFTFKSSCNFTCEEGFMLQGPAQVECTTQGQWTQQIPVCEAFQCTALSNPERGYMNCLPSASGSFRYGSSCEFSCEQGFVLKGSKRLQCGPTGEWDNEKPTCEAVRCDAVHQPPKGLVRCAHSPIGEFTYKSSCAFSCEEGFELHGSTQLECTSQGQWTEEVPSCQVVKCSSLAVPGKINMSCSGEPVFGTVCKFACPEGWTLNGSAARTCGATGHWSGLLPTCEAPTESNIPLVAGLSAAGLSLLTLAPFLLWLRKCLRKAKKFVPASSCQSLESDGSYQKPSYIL
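Assay system: HUVEC, human umbilical vein endothelial cells / Amount: 3,000 HUVEC/well / Controls: TNF-alpha positive control, DMSO neutral control / Compound dosing: single concentration / Medium: EGM-2 over gelatin coat / Evaluation: percent E-selectin-positive cells / Signal: immunofluorescence imaging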
C2C12 statin: suppressors of statin myotoxicity in C2C12 myotubes, primary screen, cell-based, single point, plate reader. rescue of ATP level, % at 7.49 µM. AID 602340, 2012. actives 0.78% (n = 330,000). C2C12 myotubes + simvastatin, ATP luminescence, 48 h; scaled: DMSO 0, geranylgeraniol control 100;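 active means mean ATP rescue above about 67%, or every replicate alone reaching that limit, limit read from the data, passing the limit was not always enough; inconclusive means no clear call, values can overlap the other calls; inactive means mean under the limit and some replicate under it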;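 further: myotubes were challenged with 10 µM simvastatin during compound exposure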
PglD DTNB: C. jejuni PglD acetyltransferase inhibitors, primary screen, biochemical, DTNB colorimetric, single point; UDP-N-acetylbacillosamine N-acetyltransferase PglD (Campylobacter jejuni); purified PglD enzyme, DTNB colorimetric CoA detection; inhibition, % at 12.5 µM; actives 0.098% (n = 360,000); in the data active means inhibition above about 16%, passing the limit was not always enough; inconclusive means no clear call, values can overlap the other calls; further: strong numbers were not always called active
ERp5 inh: inhibitors of ERp5-driven insulin aggregation, primary screen, biochemical, turbidity, absorbance 650 nm, single point | 90 min | inhibition, % at 9.99 µM | actives 0.05% (n = 350,000);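 active means mean replicate inhibition above about 25%, with every replicate also reaching it, limit read from the data, passing the limit was not always enough; inconclusive means only one of those two criteria met; inactive means neither criterion met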
Target sequence (Q15084 whole entry, looked up): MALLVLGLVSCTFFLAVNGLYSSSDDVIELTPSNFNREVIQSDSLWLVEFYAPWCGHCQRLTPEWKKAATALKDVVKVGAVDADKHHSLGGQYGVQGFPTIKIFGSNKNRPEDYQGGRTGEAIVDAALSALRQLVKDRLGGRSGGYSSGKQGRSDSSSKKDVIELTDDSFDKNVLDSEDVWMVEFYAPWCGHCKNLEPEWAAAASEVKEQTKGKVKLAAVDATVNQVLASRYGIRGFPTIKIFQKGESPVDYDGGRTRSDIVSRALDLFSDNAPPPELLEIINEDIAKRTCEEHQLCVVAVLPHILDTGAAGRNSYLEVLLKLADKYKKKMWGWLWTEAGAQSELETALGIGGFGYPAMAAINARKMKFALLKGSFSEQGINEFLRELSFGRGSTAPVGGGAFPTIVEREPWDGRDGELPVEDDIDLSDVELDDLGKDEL
* hit, by the source's call; ? = inconclusive; · = not tested or not shown.

1	Cc1nn(CCC(=O)NCc2ccc(N(C)C)cc2)c(=O)c2nn(-c3ccccc3)c(C)c12
2	N#CC(C#N)=C1C=CC=CN1/C(=C\c1ccco1)C(=O)c1ccc(Cl)cc1
3	OC[C@@H]1[C@H](c2ccc(C#Cc3ccccc3F)cc2)[C@@H]2CN(Cc3cncnc3)CCCCN12
4	COc1ccc(NC(=O)/C(C#N)=C/c2c(C)nn(-c3ccc(F)cc3)c2Cl)cc1Cl
5	COc1c(C)cc(C(=O)C2CCCN(Cc3cccc4nccnc34)C2)cc1C (centres undefined)
6	O=C(NCC[C@@H]1CC[C@H](NC(=O)c2ccccc2F)[C@H](CO)O1)c1cnccn1
7	C[C@H]1CN([C@@H](C)CO)C(=O)Cc2cc(NC(=O)C3CC3)ccc2O[C@@H]1CN(C)CC1CCCCC1
8	CN1CCN(S(=O)(=O)c2cccc(C(=O)Nc3cc(Cl)ccc3N3CCOCC3)c2)CC1
assay / entry	1	2	3	4	5	6	7	8
SIRT5 block	1	1	7	-4	2	-2	-4	1
S100A4 inh HTS	0	9	-34	0	-5	-6	0	-5
DENV2 CPE rescue	-3	-4	-19	-9	·	16	6	2
E-sel inducer	-0.5	·	0.0	·	·	0.0	0.0	·
C2C12 statin	-15	·	19	·	·	-1	14	-10
PglD DTNB	-2	·	2	4	·	4	6	-7
ERp5 inh	-21	-3	0	2	0	5	-5	8

In the list so far, these have a carbonyl joined to an NH by a bond outside any ring.
1	Cc1nn(CCC(=O)NCc2ccc(N(C)C)cc2)c(=O)c2nn(-c3ccccc3)c(C)c12
4	COc1ccc(NC(=O)/C(C#N)=C/c2c(C)nn(-c3ccc(F)cc3)c2Cl)cc1Cl
6	O=C(NCC[C@@H]1CC[C@H](NC(=O)c2ccccc2F)[C@H](CO)O1)c1cnccn1
7	C[C@H]1CN([C@@H](C)CO)C(=O)Cc2cc(NC(=O)C3CC3)ccc2O[C@@H]1CN(C)CC1CCCCC1
8	CN1CCN(S(=O)(=O)c2cccc(C(=O)Nc3cc(Cl)ccc3N3CCOCC3)c2)CC1
assay / entry	1	4	6	7	8
SIRT5 block	1	-4	-2	-4	1
S100A4 inh HTS	0	0	-6	0	-5
DENV2 CPE rescue	-3	-9	16	6	2
E-sel inducer	-0.5	·	0.0	0.0	·
C2C12 statin	-15	·	-1	14	-10
PglD DTNB	-2	4	4	6	-7
ERp5 inh	-21	2	5	-5	8

Following part:
9	O=C1CCc2cc(S(=O)(=O)NCc3ccccc3Cl)cc3c2N1CC3
10	Cc1ccc(NC(=O)CN2C(=O)COc3ccc(S(=O)(=O)N4CCOCC4)cc32)cc1N(C)C
11	Cc1cc(N2CCN(CC(C)(C)O)C[C@H]2C)ccc1N1CCN(Cc2ccccc2)[C@@H](C)C1
12	CC(=O)CCSc1ncnc2sc(-c3ccccc3)cc12
13	CCCC(=O)N(Cc1cccnc1)c1nc2c(OC)ccc(Cl)c2s1
14	CCc1c(C)nc(Nc2nc(C)c3ccc(OC)cc3n2)[nH]c1=O
15	Cc1[nH]c2ccccc2c(=O)c1CN1CCCCCC1
16	COc1ccccc1C(=O)O/N=C(/C)c1ccc(N2C(=O)C3CCCCC3C2=O)cc1 (centres undefined)
assay / entry	9	10	11	12	13	14	15	16
SIRT5 block	-5	-1	-2	-2	-2	-2	0	2
S100A4 inh HTS	-8	6	3	-2	-3	0	-4	-1
DENV2 CPE rescue	4	-6	-4	-2	2	7	0	·
E-sel inducer	2.0	-0.1	0.0	1.2	·	·	0.0	·
C2C12 statin	-1	11	·	-21	14	-19	-6	1
PglD DTNB	-11	-1	·	-5	-3	-2	-2	-1
ERp5 inh	29*	·	0	1	-12	-4	1	13

Only C2C12 statin and PglD DTNB, for some of the entries so far:
| entry | mol | C2C12 statin | PglD DTNB |
| --- | --- | --- | --- |
| 13 | CCCC(=O)N(Cc1cccnc1)c1nc2c(OC)ccc(Cl)c2s1 | 14 | -3 |
| 14 | CCc1c(C)nc(Nc2nc(C)c3ccc(OC)cc3n2)[nH]c1=O | -19 | -2 |
| 15 | Cc1[nH]c2ccccc2c(=O)c1CN1CCCCCC1 | -6 | -2 |
| 16 | COc1ccccc1C(=O)O/N=C(/C)c1ccc(N2C(=O)C3CCCCC3C2=O)cc1 (centres undefined) | 1 | -1 |

(list continues)
17	CN(C)S(=O)(=O)c1cccc(-c2csc(=Nc3ccccc3)n2CCCN2CCOCC2)c1
18	O=C(CN(C(=O)CNC(=O)c1cccs1)c1ccc(F)cc1)NC1CCCCC1
19	CCCS(=O)(=O)c1nc(S(=O)(=O)c2ccc(C)cc2)c(N2CCC3(CC2)OCCO3)s1
20	CCOC(=O)N1CCN(C2=CC(=O)OC23CCCCC3)CC1
21	C=CCNC(=O)c1ccc(N(Cc2ccccc2)S(C)(=O)=O)cc1
22	COc1ccc(NC(=O)N(C)C[C@H]2Oc3ccc(NC(=O)NC(C)C)cc3CC(=O)N([C@H](C)CO)C[C@H]2C)cc1
23	CNC(=S)N/N=C/c1cc(C)ccc1C
24	COCCn1c(SCC(=O)N2CCOCC2)nc2c(c1=O)SCC2
assay / entry	17	18	19	20	21	22	23	24
SIRT5 block	-4	-2	0	3	1	0	2	2
S100A4 inh HTS	-3	-7	4	-8	3	-2	0	-5
DENV2 CPE rescue	-2	0	-3	·	-1	-3	-1	1
E-sel inducer	·	·	·	·	0.1	-0.1	-0.9	-0.3
C2C12 statin	·	-3	1	-11	15	-10	·	2
PglD DTNB	3	25*	4	8	6	5	·	7
ERp5 inh	3	-5	3	1	-1	0	-3	2

25	CC(C)(C)c1ccc(/C=C/C(=O)N2CCCCC2)cc1
26	CCCCC(=O)N/N=C(C)/C=C/c1ccccc1F
27	CN(C)C(=O)[C@@H]1[C@@H](CO)[C@@H]2Cn3c(ccc(-c4ccccc4F)c3=O)[C@H]1N2C(=O)c1cccnc1
28	Cc1ccc(S(=O)(=O)Nc2ccc3c(c2)C(=O)N([C@@H](C)CO)C[C@@H](C)[C@@H](CN(C)S(=O)(=O)c2ccc(C)cc2)OCCCC[C@@H](C)O3)cc1
29	Cn1ccsc1=NC(=O)c1ccccc1OC(F)F
30	COc1ccc(OCCC(=O)NCC23CC4CC(CC(C4)C2)C3)cc1
31	CO[C@H]1CN(C)C(=O)c2ccc(NC(C)=O)cc2OC[C@@H](C)N(C(=O)c2ccccn2)C[C@H]1C
32	Cc1cn(CC(=O)NCCCn2ccnc2)c(=O)[nH]c1=O
assay / entry	25	26	27	28	29	30	31	32
SIRT5 block	2	·	-8	3	0	0	1	15*
S100A4 inh HTS	-9	-4	1	7	2	0	17	2
DENV2 CPE rescue	6	-1	4	-1	0	0	?	-2
E-sel inducer	0.2	·	-0.2	0.0	-0.7	-1.0	-0.3	1.5
C2C12 statin	·	·	-10	·	-14	-6	-3	3
PglD DTNB	1	·	1	-2	-5	-2	0	-6
ERp5 inh	-7	1	1	0	2	15	-2	-2

33	N#CCCN(C(=O)COC(=O)c1ccc2c(c1)OCO2)c1ccccc1
34	CSCCC(NC(=O)c1ccccc1Cl)C(=O)NNC(=O)c1csc(N2CCOCC2)n1 (centres undefined)
35	Cc1ccccc1C(=O)NNC(=O)Cc1cccc2ccccc12
36	COc1ccc(C(CC(=O)N2CCCC2)c2ccc(F)cc2)cc1 (centres undefined)
37	CCOC(=O)c1ccc(NC(=O)Oc2cc(C)c(Cl)cc2C(C)C)cc1
38	O=C(Nc1ccccc1F)c1cccc(C(=O)Nc2ccccc2F)c1
39	CO[C@H](CN(C)Cc1nccs1)[C@H](C)CN([C@@H](C)CO)S(=O)(=O)c1ccc(F)cc1
40	COc1cccc(CN(C)C(=O)C2CSC3(C)CCC(=O)N23)c1OC (centres undefined)
assay / entry	33	34	35	36	37	38	39	40
SIRT5 block	-6	0	-4	-7	-2	2	-2	-2
S100A4 inh HTS	2	-2	-6	-3	0	-2	5	1
DENV2 CPE rescue	6	2	7	-4	11	1	-1	8
E-sel inducer	-0.1	-0.4	·	·	0.0	-0.1	-0.1	·
C2C12 statin	-1	-1	21	-7	-14	·	0	-1
PglD DTNB	1	0	1	-1	1	·	1	-1
ERp5 inh	-5	0	4	0	-1	-6	1	-2

Whole records, looked up by structure. Values in the order: SIRT5 block, S100A4 inh HTS, DENV2 CPE rescue, E-sel inducer, C2C12 statin, PglD DTNB, ERp5 inh
`COc1ccc(C(CC(=O)N2CCCC2)c2ccc(F)cc2)cc1` (centres undefined) reads -7, -3, -4, ·, -7, -1, 0
`CSCCC(NC(=O)c1ccccc1Cl)C(=O)NNC(=O)c1csc(N2CCOCC2)n1` (centres undefined) reads 0, -2, 2, -0.4, -1, 0, 0
`Cc1ccccc1C(=O)NNC(=O)Cc1cccc2ccccc12` reads -4, -6, 7, ·, 21, 1, 4

The list goes on:
41	CCCc1cc(C(=O)Nc2cc(OC)ccc2OC)cs1
42	COC(=O)C1=C(C(=O)OC)[C@]2([C@@H]3CC=CCN[C@@H](Cc4ccccc4)C(=O)N3Cc3ccccc3)C=C[C@H]1O2
43	COc1ccc(CCNC(=O)CN(CCc2ccccc2)S(C)(=O)=O)cc1OC
44	C[C@@H]1CN([C@H](C)CO)S(=O)(=O)c2ccc(-c3ccc(C(=O)N(C)C)cc3)cc2O[C@H]1CN(C)C(=O)Nc1ccccc1F
45	COCCNC(=O)/C(C#N)=C/c1cc(C)n(-c2ccc(C)cc2)c1C
46	COC(=O)c1cccc(NC(=O)Cc2ccsc2)c1
47	CCN1CCN(Cc2ccc(NC(=O)c3cc(NC(=O)c4cncc(-c5cccs5)c4)cc(OC)c3)cc2C(F)(F)F)CC1
48	COc1ccc(C2NC(=S)NC(C)=C2C(=O)N2CCOCC2)cc1 (centres undefined)
assay / entry	41	42	43	44	45	46	47	48
SIRT5 block	-1	-3	-2	-1	5	-1	-1	1
S100A4 inh HTS	1	4	6	-1	12	3	-1	-2
DENV2 CPE rescue	-5	1	-1	4	-6	0	0	0
E-sel inducer	0.4	-0.2	·	-0.1	·	0.0	·	·
C2C12 statin	2	2	-7	-16	·	7	-35	·
PglD DTNB	3	-5	-2	-4	·	-3	-4	·
ERp5 inh	-3	8	1	1	?	3	7	1

PglD DTNB: what is marked active above.
cpd	molecule	SIRT5 block	S100A4 inh HTS	DENV2 CPE rescue	PglD DTNB	ERp5 inh
18	O=C(CN(C(=O)CNC(=O)c1cccs1)c1ccc(F)cc1)NC1CCCCC1	-2	-7	0	25*	-5

Other records
49	Cn1cnnc1SCC(=O)Nc1ccccc1Oc1ccccc1
50	CN1[C@H](C(=O)NCCCN2CCOCC2)[C@@H](CO)[C@@H]2Cn3c(ccc(/C=C/c4ccccc4)c3=O)[C@@H]21
51	Nc1[nH]c(C(=O)c2ccc(Br)cc2)c(-c2ccccc2Br)c1C(=O)NCCc1c[nH]c2ccccc12
52	CC(=O)Nc1cc(C(=O)NCc2ccco2)ccc1Sc1ccc(Cl)cc1
53	Cc1cc(Br)cn2c(Cc3ccccc3C(F)(F)F)c(-c3ccc(F)cc3)nc12
assay / entry	49	50	51	52	53
SIRT5 block	-1	·	·	-1	10
S100A4 inh HTS	-1	·	-1	2	-8
DENV2 CPE rescue	?	·	-9	-2	-4
E-sel inducer	2.0	0.2	0.2	0.6	0.3
C2C12 statin	8	28	·	·	·
PglD DTNB	1	0	·	·	·
ERp5 inh	1	·	-2	-5	-2

Compound activity (PubChem BioAssay)

Not all compounds are listed; the hit share may differ from the screen's.
